# Assay outcomes (PubChem BioAssay)
# Rab7 wt modul: modulators of GTP binding to dog Rab7 wildtype GTPase | GTP binding activity (percent of control), % at 10 µM | GST-Rab7 beads, fluorescent GTP binding, flow cytometry; actives lie on both sides; untreated = 100%, excess cold GTP = 0% | AID 758 | 0.055% of 190,000 active;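 active = fluorescent GTP binding to Rab7 beads changed by at least 20 points from the 100% baseline, either direction, mostly lower; inconclusive = compound itself probably fluorescent, or too few beads counted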;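 note: median green fluorescence of bound Bodipy-FL-GTP per Rab7 bead population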
# Rab2A wt mod: changes GTP binding to wildtype dog Rab2A, up or down; P61105; GST-Rab2 wt beads, Bodipy-GTP binding, flow cytometry; GTP binding activity, % at 10 µM; 0.19% of 190,000 active; AID 760;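 active = GTP binding activity at least 20 points away from 100%, either lowered or raised; inconclusive = signal likely due to the compound's own green fluorescence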;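 note: 0% = beads with excess unlabeled GTP and 100% = no-compound control corrected for plate trend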
# Mcl1-Bid inh: Mcl-1/Bid interaction inhibition; Q07820; inhibition, % at 21.7 µM; TR-FRET Mcl-1/Bid-Dy647 peptide binding, 1536-well; 0.97% of 220,000 active;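 active = compounds that cut the binding signal by more than half at the single screening dose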;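 note: His-tagged Mcl-1 with europium anti-His antibody binding Bid BH3 peptide; 0% = Mcl-1 plus peptide wells and 100% = peptide-only wells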
# Target sequence (Q07820 whole entry, looked up): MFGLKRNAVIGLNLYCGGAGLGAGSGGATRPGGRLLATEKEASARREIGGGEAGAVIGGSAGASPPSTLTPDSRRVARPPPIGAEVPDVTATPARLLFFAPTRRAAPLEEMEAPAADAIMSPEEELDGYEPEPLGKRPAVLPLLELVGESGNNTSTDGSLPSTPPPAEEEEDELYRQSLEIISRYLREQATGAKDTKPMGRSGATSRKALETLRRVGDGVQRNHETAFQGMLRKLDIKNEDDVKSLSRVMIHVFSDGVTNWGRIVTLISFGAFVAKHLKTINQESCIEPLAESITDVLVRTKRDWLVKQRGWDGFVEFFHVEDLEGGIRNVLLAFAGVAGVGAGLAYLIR
# Mcl1-Noxa inh: disrupts binding of human Mcl-1 to Noxa peptide; Q07820; TR-FRET Mcl-1/Noxa peptide binding, 2 h; inhibition, % at 21.7 µM; 1.5% of 220,000 active;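 active = compounds that cut the protein-peptide binding signal by more than 50% relative to plate controls in a single-dose test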;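 note: His-tagged Mcl-1 with rhodamine Noxa BH3 peptide and terbium anti-His antibody; 0% = Mcl-1 plus Noxa peptide wells and 100% = peptide-only wells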
# HRas wt GTP: human HRas wildtype GTP binding, change in either direction. P01112. GST-Ras wt beads, Bodipy-FL-GTP binding, flow cytometry; actives lie on both sides. GTP binding activity, % at 10 µM. 0.14% of 190,000 active;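 active = GTP binding activity at least 20% away from the 100% baseline, either lowered as inhibitor or raised as activator; inconclusive = flagged as likely green fluorescent, judged across all proteins in the well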;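 note: 0% = unlabeled GTP competition control and 100% = no-compound control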
# Target sequence (P01112 whole entry, looked up): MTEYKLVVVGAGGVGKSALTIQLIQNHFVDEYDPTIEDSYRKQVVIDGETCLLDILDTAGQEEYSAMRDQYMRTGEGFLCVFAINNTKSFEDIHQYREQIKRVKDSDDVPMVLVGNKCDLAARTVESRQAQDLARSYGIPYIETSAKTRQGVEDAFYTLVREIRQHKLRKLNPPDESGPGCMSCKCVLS
# Pf gamet viab: kills late stage P. falciparum gametocytes. P. falciparum stage V gametocytes, ATP luminescence, 24 h. inhibition, % at 10.9 µM. 0.065% of 150,000 active. AID 743093;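 active = inhibition above the mean plus 3 SD of compounds within the control limits, set per campaign, cut at about 38% in these data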;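 note: 0% = DMSO wells and 100% = medium only without gametocytes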
# Rac1 mut GTP: human Rac1 activated mutant GTP binding change; GST-Rac1 activated beads, fluorescent GTP binding, flow cytometry; actives lie on both sides; 100% means binding = to untreated wells; percent activity (GTP binding), % at 10 µM; 0.11% of 190,000 active;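 active = GTP binding at least 20 percentage points away from the 100% baseline, in either direction, so actives lie on both sides; inconclusive = Compound likely fluorescent itself, or too few beads counted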
# Avidin fluor: compound fluoresces at 488/530 nm on avidin beads. AID 1775. compound fluorescence 488/530 nm, flow cytometry; stronger effect = higher value. fluorescence (KMESF) at 10 µM. 0.38% of 220,000 active; in the data active = fluorescence above about 47; note: inactives centre near 10
# Rac1 wt GTP bind: alters GTP binding to wildtype human Rac1. P63000. GST-Rac1 beads, fluorescent GTP binding, flow cytometry; actives lie on both sides; 0 = cold GTP competed, 100 = untreated. 0.27% of 190,000 active. GTP binding activity (% of control), % at 10 µM;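 active = GTP binding activity at least 20 points away from the 100% control level, either lower or higher; inconclusive = compound flagged as likely green fluorescent, judged across all proteins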
# Mcl-1 Bim block: human Bim-Mcl-1 interaction inhibition | AID 1009 | Q07820 | 0.1% of 190,000 active | Bead-based flow cytometry, Bim peptide-Mcl-1 binding | inhibition, % at 10 µM; in the data active = inhibition above about 40%;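 note: 0% = no compound tracer wells and 100% = peptide blocker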
# Cdc42 wt GTP: human Cdc42 wildtype GTP binding change, either direction; P60953; GST-Cdc42 beads, Bodipy-GTP binding, flow cytometry; actives lie on both sides; percent activity (GTP binding), % at 10 µM; 0.2% of 190,000 active; AID 761;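 active = percent activity GTP binding at least 20 points away from the 100% baseline, either down as inhibitor or up as activator; inconclusive = compound flagged as likely green fluorescent from well-wide comparison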;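 note: median bead fluorescence of bound Bodipy-FL-GTP at 100 nM; 0% = excess unlabeled GTP control and 100% = no compound control; below 100% means less GTP binding so inhibitor and above means activator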
# Target sequence (P60953 whole entry, looked up): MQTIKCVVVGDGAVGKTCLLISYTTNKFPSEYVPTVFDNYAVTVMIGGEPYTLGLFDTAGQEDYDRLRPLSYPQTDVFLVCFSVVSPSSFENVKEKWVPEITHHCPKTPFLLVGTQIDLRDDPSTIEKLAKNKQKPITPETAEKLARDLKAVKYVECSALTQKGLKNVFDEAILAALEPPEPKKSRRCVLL
# * marks the source's active call; other numbers are inactive results; ? = inconclusive; . = no result given. Rows were taken by chance. Share with any hit: about 2.7%.
SMILES,Rab7 wt modul,Rab2A wt mod,Mcl1-Bid inh,Mcl1-Noxa inh,HRas wt GTP,Pf gamet viab,Rac1 mut GTP,Avidin fluor,Rac1 wt GTP bind,Mcl-1 Bim block,Cdc42 wt GTP
CN1CCN(C(=O)C2=C[C@H](C3CCCCC3)C[C@H](OCc3ccc(CO)cc3)O2)CC1,108.0,98.0,-9.5,-0.5,98.0,4.7,96.0,6,99.0,-4.0,96.0
O=C(NCCn1cccn1)c1ccc(OC2CCN(C(=O)C3CC3)CC2)cc1,98.0,99.0,-7.4,13.6,97.0,-9.4,95.0,10,100.0,-4.0,98.0
CCOC(=O)c1ccc(NC(=S)NCCc2ccccc2)cc1,93.0,92.0,1.6,19.4,95.0,.,93.0,35,92.0,-5.0,95.0
COCCN(CCOC)C(=S)Nc1ccccc1Cl,98.0,96.0,-31.5,-10.8,96.0,-7.3,94.0,19,95.0,0.0,93.0
CCCCN1C(=O)C(=O)N(CC(=O)Nc2cc(OCC)c(N3CCOCC3)cc2OCC)C1=O,98.0,97.0,-78.0,2.1,94.0,14.3,92.0,6,90.0,-1.0,92.0
O=S(=O)(CCc1nnc(-c2ccccc2)o1)c1ccc2ccccc2c1,101.0,96.0,-44.9,21.4,101.0,.,98.0,10,103.0,-1.0,97.0
Cc1c(N=C2N=C(NC(=O)Nc3ccc(Cl)cc3)c3ccccc32)c(=O)n(-c2ccccc2)n1C,101.0,99.0,2.7,-32.6,97.0,-1.9,100.0,9,100.0,-5.0,103.0
O=C(CN1C(=O)c2cccc3cccc(c23)C1=O)N1CCOCC1,96.0,99.0,-30.9,6.1,98.0,.,98.0,6,101.0,0.0,101.0
O=C(COc1ccc(Cl)cc1)Nc1nc(-c2ccc(S(=O)(=O)N3CCOCC3)cc2)cs1,100.0,101.0,-89.7,-110.8,101.0,.,98.0,2,101.0,0.0,101.0
CCOC(=O)c1c(-c2ccccc2)csc1NC(=O)c1ccc(N2C(=O)CCC2=O)cc1,104.0,99.0,12.2,8.1,102.0,.,99.0,31,105.0,-1.0,100.0
Nc1ccccc1C(=O)NCc1ccccc1,103.0,101.0,-36.8,-9.4,104.0,21.4,101.0,11,107.0,-1.0,106.0
CC1CCN(CCOCCSc2ccc(Cl)cc2)CC1,98.0,100.0,40.1,47.2,98.0,.,99.0,11,101.0,-2.0,98.0
O=C(CNC(=O)c1ccccc1)N/N=C/c1cn[nH]c1-c1ccccc1,100.0,102.0,3.9,4.5,102.0,9.2,101.0,4,101.0,0.0,103.0
Cn1c(=O)oc2cc(S(=O)(=O)N3CCCC(C(=O)N4CCc5ccccc5C4)C3)ccc21 (configuration not stated),94.0,100.0,-15.7,4.3,100.0,.,98.0,6,100.0,-3.0,99.0
COc1ccc2c(CCNC(=O)c3ccc([N+](=O)[O-])cc3)c[nH]c2c1,98.0,96.0,-35.1,21.6,100.0,.,99.0,6,103.0,20.0,99.0
O=c1ccc2ccccc2o1,100.0,99.0,0.6,14.3,100.0,.,96.0,9,105.0,0.0,100.0
CCOC(=O)c1cc2c(nc1NC(=S)Nc1ccccc1)CC(C)(CC)OC2 (configuration not stated),99.0,99.0,-118.2,19.1,98.0,.,98.0,17,98.0,-5.0,99.0
COc1cccc(-n2c(SCC#N)nnc2-c2cnccn2)c1,102.0,103.0,-24.5,15.6,105.0,.,100.0,6,111.0,-7.0,105.0
O=C1OC2CC3CC1CC(O)(C3)C2 (configuration not stated),99.0,102.0,-18.0,11.0,102.0,.,97.0,5,101.0,-3.0,103.0
CC(Oc1cc(C(F)(F)F)cc(C(F)(F)F)c1)C(=O)NC(N)=O (configuration not stated),98.0,99.0,2.8,5.4,102.0,.,98.0,13,101.0,-1.0,102.0
CCN(CC)CCN=C1CCCc2ccccc2N1,105.0,100.0,-8.1,9.0,103.0,7.8,98.0,8,106.0,1.0,98.0
CCOC(=O)CSc1ccc(S(=O)(=O)N2CCCCC2)cc1[N+](=O)[O-],99.0,96.0,6.6,5.1,96.0,13.9,97.0,6,103.0,-5.0,98.0
COC(=O)c1ccccc1NC(=O)c1cc(-c2ccc(O)cc2)on1,105.0,104.0,12.0,68.1*,104.0,.,101.0,6,103.0,0.0,103.0
CCC(C)(C)n1nnnc1CN(Cc1ccco1)Cc1cc2cc3c(cc2[nH]c1=O)OCO3,103.0,104.0,-29.1,0.9,104.0,.,100.0,19,103.0,-1.0,106.0
O=C1/C(=C/c2ccco2)CCc2ccccc21,101.0,96.0,-72.6,-7.8,99.0,11.4,98.0,1,104.0,-1.0,101.0
# Additional results
SMILES,Rab7 wt modul,Rab2A wt mod,Mcl1-Bid inh,Mcl1-Noxa inh,HRas wt GTP,Pf gamet viab,Rac1 mut GTP,Avidin fluor,Rac1 wt GTP bind,Mcl-1 Bim block,Cdc42 wt GTP
Cc1cccc(NC(=O)COC(=O)c2cc(C)oc2C)c1,101.0,96.0,-41.0,8.3,97.0,7.8,93.0,7,99.0,2.0,97.0
O=C1c2ccccc2NC(c2ccco2)N1/N=C/c1ccco1 (configuration not stated),102.0,100.0,-31.6,1.8,99.0,13.0,97.0,10,99.0,1.0,97.0
CCCCNC(=O)C1CC(=O)N(C2CCCCC2)C1 (configuration not stated),105.0,108.0,-28.3,6.6,105.0,.,102.0,8,114.0,0.0,105.0
C#CCNC(=O)C1=C[C@@H](c2ccc(Br)cc2)C[C@@H](OCCCCO)O1,96.0,94.0,-7.2,-9.2,96.0,.,95.0,5,97.0,1.0,96.0
Cc1ccccc1NS(=O)(=O)c1cc(C(=O)NCCC2=CCCCC2)ccc1Cl,97.0,97.0,-17.6,17.3,99.0,22.7,98.0,11,100.0,-1.0,99.0
CCOC(=O)C1C(=O)N(O)CC1c1cccc(Oc2ccccc2)c1 (configuration not stated),98.0,92.0,-17.1,-7.2,94.0,-4.3,92.0,23,97.0,0.0,91.0
CCOc1cccc(CNc2ccc(O)cc2)c1OCc1ccc(Cl)cc1,92.0,97.0,-99.1,12.7,98.0,-45.9,96.0,18,95.0,2.0,93.0
CCc1cc2c(=O)n3c(nc2s1)-c1[nH]c2ccc(OC)cc2c1CC3,97.0,99.0,9.6,10.0,101.0,9.0,100.0,13,102.0,-1.0,101.0
Cc1noc(/C=C/c2ccco2)c1S(=O)(=O)N1CCC(C(=O)NC(C)c2ccccc2)CC1 (configuration not stated),101.0,102.0,-20.6,21.5,100.0,.,99.0,7,102.0,-1.0,101.0
CCOc1cc(CN2CCN(C(=O)c3ccco3)CC2)ccc1OC,101.0,100.0,-3.5,27.4,100.0,.,99.0,7,105.0,1.0,101.0
Cc1ccc(OCC(=O)NNC(=O)C2CCN(c3ncccn3)CC2)cc1,99.0,101.0,-6.5,20.5,102.0,.,102.0,10,104.0,0.0,103.0
O=C(Nc1ncc(Cc2ccc(C(F)(F)F)cc2)s1)c1ccc(-c2cccc([N+](=O)[O-])c2)o1,101.0,98.0,11.5,10.7,98.0,-9.1,98.0,7,101.0,-1.0,100.0
Nc1nc(-c2nonc2N)no1,106.0,100.0,-19.0,11.5,99.0,.,95.0,9,98.0,-3.0,93.0
CC(Sc1nc2nn(-c3ccccc3)c(=O)c-2c2n1CCCCC2)C(N)=O (configuration not stated),106.0,106.0,-36.1,4.0,105.0,30.4,103.0,14,114.0,-9.0,109.0
Cc1cc2nnc(SCC(=O)NCc3cccs3)n2c(N)n1,103.0,99.0,-8.5,11.7,101.0,-13.7,102.0,9,110.0,-2.0,104.0
C/C(=N\O)c1ccc2c3ccccc3n(C)c2c1,?,?,-7.3,7.4,?,-7.9,?,37,?,0.0,?
COC(=O)CCC(=O)Nc1ccccc1C(=O)Nc1ccccc1,98.0,95.0,-17.1,3.5,99.0,.,96.0,32,99.0,-1.0,100.0
CCn1c(SCC(=O)Nc2ccccc2N2CCOCC2)nnc1-c1ccccc1O,100.0,99.0,-25.2,1.4,103.0,8.5,95.0,10,101.0,0.0,99.0
CCOC(=O)c1c(NC(=O)COc2ncnc3sccc23)sc2c1CCC2,101.0,98.0,-9.1,-19.6,96.0,15.4,96.0,10,97.0,0.0,96.0
CC(=O)Nc1ccc(S(=O)(=O)NCc2cn3ccsc3n2)cc1,95.0,95.0,-6.2,6.1,96.0,.,94.0,5,95.0,1.0,96.0
O=C(COC(=O)CCc1c[nH]c2ccccc12)Nc1cc([N+](=O)[O-])ccc1Cl,?,?,-29.0,6.9,?,-1.4,?,9,?,-10.0,?
O=c1[nH]c(NCc2ccccc2)nc2c1CCC2,100.0,100.0,-35.8,12.9,98.0,16.9,98.0,6,103.0,-1.0,97.0
Nc1[nH]ncc1C(=O)Nc1cccc(C(F)(F)F)c1,?,?,-21.5,4.0,?,.,?,28,?,0.0,?
Cc1ccc(NCN2C(=O)c3ccccc3C2=O)c(C)c1,100.0,107.0,-62.8,-6.4,107.0,-1.9,102.0,12,105.0,-1.0,110.0
Cc1ccc(S(=O)(=O)C(CCC(=O)N2CCOCC2)S(=O)(=O)c2ccc(C)cc2)cc1,98.0,97.0,-15.3,99.8*,97.0,4.1,96.0,8,95.0,1.0,98.0
# More structures follow:
SMILES,Rab7 wt modul,Rab2A wt mod,Mcl1-Bid inh,Mcl1-Noxa inh,HRas wt GTP,Pf gamet viab,Rac1 mut GTP,Avidin fluor,Rac1 wt GTP bind,Mcl-1 Bim block,Cdc42 wt GTP
O=C(NNC(=O)c1cc2cc3ccccc3nc2s1)c1cccc(C(F)(F)F)c1,94.0,95.0,16.2,14.7,97.0,7.4,94.0,10,96.0,-1.0,98.0
CCOC(=O)c1c(C)nc(-c2ccccc2)nc1NC(C)=O,101.0,100.0,-3.0,-3.6,100.0,-5.0,95.0,36,105.0,-3.0,101.0
Cc1cc(C)nc(Oc2ccc([N+](=O)[O-])cc2)n1,97.0,99.0,-13.5,5.5,92.0,3.2,93.0,8,96.0,0.0,98.0
O=S(=O)(O)c1nc2ccccc2n1Cc1ccc(Cl)cc1Cl,?,?,3.2,28.3,?,.,?,16,?,0.0,?
COC(=O)c1cc(NC(=O)CC2C(=O)NCCN2C(=O)c2ccccc2)cc(C(=O)OC)c1 (configuration not stated),104.0,102.0,7.4,7.7,104.0,.,101.0,26,107.0,-4.0,108.0
c1csc(-c2ccc3ccccc3n2)c1,101.0,99.0,5.6,-2.0,101.0,-6.8,99.0,38,103.0,-3.0,101.0
COC(=O)CCSCC(=O)Nc1cc(C)on1,?,?,-28.5,2.2,?,4.4,?,13,?,0.0,?
CCCC(c1nnnn1Cc1ccc(F)cc1)N1CCN(CC)CC1 (configuration not stated),100.0,102.0,17.2,23.6,99.0,-0.2,94.0,9,98.0,2.0,99.0
